TDP43 rescue – rescues yeast growth from TDP-43 toxicity | Potency, µM (highest dose often 46.1 µM), for the others: at the highest dose growth rescue (activation), actives largely listed as activators | AID 652104 | TDP-43 expressing yeast growth rescue, BacTiter-Glo, 24 h | actives 1.8% (n = 410,000); note: potency is the fitted concentration of half-maximal effect; % of control where 0% means no effect; nearly all actives have a fitted effect of over 50% in size
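Growth rescue of TDP-43-toxic yeast measured as ATP luminescence (BacTiter-Glo). Cells grown to mid-log in raffinose, induced in galactose at OD600=0.02, exposed to compound 24 hr at 30 deg C.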
Abeta rescue – A-beta toxicity reversal in yeast. actives 0.063% (n = 410,000). Potency, µM (titrated, usually from 46.1 µM), without a hit: at the top dose growth rescue, usual class: activators. yeast expressing A-beta42, growth rescue, OD600, 48 h; response scale: 0% DMSO, 100% iron-clioquinol control; note: potency is the fitted concentration of half-maximal effect; nearly all actives have a fitted effect of over 55% in size
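Growth rescue measured by 600 nm absorbance after 48 h yeast culture at 30 C with compound. Values normalized between DMSO and an equimolar ferric chloride plus clioquinol control.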
D3 antag – antagonists of human D3 dopamine receptor; P35462; D3R cells, DiscoveRx beta-arrestin luminescence, antagonist mode; hits give low values; max response, negative = inhibition, %; actives 2.5% (n = 360,000); AID 652054; in the data active = max response below about -50%; inconclusive = no clear call, values can overlap the other calls; note: % is set by controls: 0 for no effect and ±100 for the full control effect; mostly tested at two doses, the higher about 12 µM
Target sequence (P35462 whole entry, looked up): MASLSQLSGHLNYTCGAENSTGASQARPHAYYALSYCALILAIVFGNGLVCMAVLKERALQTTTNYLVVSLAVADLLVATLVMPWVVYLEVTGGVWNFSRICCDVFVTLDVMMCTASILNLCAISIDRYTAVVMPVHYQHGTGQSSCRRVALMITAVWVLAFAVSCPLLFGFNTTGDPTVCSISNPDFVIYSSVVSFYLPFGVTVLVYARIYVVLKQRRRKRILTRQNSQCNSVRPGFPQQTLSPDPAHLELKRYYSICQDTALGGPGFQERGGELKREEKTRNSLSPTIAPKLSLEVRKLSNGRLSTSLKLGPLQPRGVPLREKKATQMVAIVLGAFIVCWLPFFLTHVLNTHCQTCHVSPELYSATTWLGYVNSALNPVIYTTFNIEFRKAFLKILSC
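Cells plated overnight at 1500 cells/well, then exposed to library compounds with dopamine controls for 90 minutes at 37 degrees C. DiscoveRx reagent added for 30–60 minutes at room temperature; luminescence read, quantitative HTS format.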
D3 ag – agonists of human D3 dopamine receptor; actives 0.58% (n = 410,000); max activation, %; P35462; D3R DiscoveRx beta-arrestin cells, luminescence, 90 min; AID 652048; in the data active = max activation above about 30%; note: 0% is about no effect; mostly tested at two doses, the higher about 12 µM
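Agonist-mode cell screen: cells plated at 1500/well and incubated overnight at 37 °C, then exposed to library compounds for 90 min at 37 °C. Detection reagent was added for 30–60 min at room temperature, and luminescence was read.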
EPAC2 antag – blocks human EPAC2 exchange factor | AID 720708 | EPAC2 GEF exchange of Rap1B-BODIPY-GDP, fluorescence | Q8WZA2 | actives 0.18% (n = 360,000) | Potency, µM (doses to about 114 µM), inactives show top-dose activity, negative = inhibition, actives largely listed as inhibitors; note: potency is the fitted concentration of half-maximal effect; % is set by controls: 0 for no effect and ±100 for the full control effect; nearly all actives have a fitted effect of over 45% in size; many of its hits are not listed in these tables
EPAC2 agonist – activates human EPAC2 exchange factor. Q8WZA2. EPAC2 activation, biochemical qHTS; response scale: 100% = 6.5 mM cAMP response. Potency, µM (titrated, usually from 154 µM), inactives show at the highest dose activation, hits mostly activators. actives 0.079% (n = 360,000). AID 720711; note: potency is the fitted concentration of half-maximal effect; nearly all actives have a fitted effect of over 50% in size
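Compounds were titrated in qHTS against a Rap1B-BODIPY-GDP (250 nM) complex with EPAC2 (100 nM) and GDP (50 uM). BODIPY-GDP release tracked at 480/540 nm over 30 min at room temperature, normalized to 6.5 mM cAMP.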
aSyn rescue – alpha-synuclein toxicity inhibition in yeast. Yeast expressing alpha-synuclein, growth rescue, BacTiter-Glo, 24 h. Potency, µM (titrated, usually from 46.1 µM), for the others: top-dose growth rescue (activation), usual class: activators. actives 0.14% (n = 370,000). AID 652106; note: potency is the fitted concentration of half-maximal effect; % of control where 0% means no effect; nearly all actives have a fitted effect of over 65% in size
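Rescue of yeast growth: cells expressing toxic alpha-synuclein, induced in galactose at OD600 0.02, incubated with compound 24 h at 30 C. ATP luminescence quantified growth; inhibitors of toxicity appear as activators.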
FUS suppressor – FUS proteinopathy suppression in yeast. S. cerevisiae FUS-expressing, growth rescue, OD600, 24 h. Potency, µM (top dose mostly 76.6 µM), for the others: at the highest dose growth rescue (activation), hits mostly activators. actives 0.24% (n = 390,000). AID 1347120;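 note: potency is the fitted concentration of half-maximal effect; plate controls were DMSO vehicle for no effect and reference control for full effect; nearly all actives have a fitted effect of over 55% in size; some results filed as inactive show a strong effect at the top dose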
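FUS-expressing yeast, raffinose-pregrown, induced in 2% galactose minimal medium at OD 0.005; compounds in a dilution series, 24hr at 30C. Growth restoration read as absorbance at 600 nm. CP55940 positive control, DMSO negative.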
* marks the source's active call; other numbers are inactive results; ? = inconclusive; . = not tested or not shown; [ ] = remark or other dose. Unless noted, calls come from the whole dose curve; as a rule, active = well fitted curve in the direction sought with a large enough effect; inconclusive = small, poorly fitted or top-dose-only effect, or another doubt; inactive = no such curve, though single readings can be large; an effect the other way counts as inactive or inconclusive. An excerpt; count on the stated rates, not on these rows.

#	canonical_smiles	TDP43 rescue	Abeta rescue	D3 antag	D3 ag	EPAC2 antag	EPAC2 agonist	aSyn rescue	FUS suppressor
1	CCCCc1cc(=O)oc2cc(C)cc(OC(C)C(=O)NCc3ccccn3)c12 (stereo not given)	11%	-15%	0	1	-10%	-6%	3%	28%
2	COc1ccc(-n2nc([N+](=O)[O-])c(=NCCCN3CCCC3=O)n2O)cc1	-4%	-5%	0	3	-12%	-2%	-3%	-4%
3	NC(Cc1ccc(C(F)(F)F)cc1)c1csc(Nc2ccc(S(N)(=O)=O)cc2)n1 (stereo not given)	11%	-7%	11	-9	16%	-2%	7%	1%
4	CC(=O)Nc1cccc(-c2ccnc3c2CC(C)(C(=O)Nc2ccc(Cl)c(C(F)(F)F)c2)O3)c1 (stereo not given)	18%	1%	13	-2	-9%	-8%	0%	-21%
5	O=C(NCCCCc1ccccc1)c1ccccc1F	-1%	3%	-2	2	0%	20%	3%	-6%
6	Cc1ccc(-c2c(C#N)c(N)nc3c2CCCC3)s1	6%	-9%	5	0	3%	6%	-8%	9%
7	COc1cccc(CNC(=O)C2CCCN(S(=O)(=O)c3ccc4c(ccn4C)c3)C2)c1OC (stereo not given)	10%	-6%	.	4	.	.	.	14%
8	CCCCOC(=O)Nc1nnc(CCOCC)s1	8%	21%	-29	-8	1%	19%	-11%	25%
9	CSc1ccc(NC(=O)C2(C)CCN2C(=O)c2ccccc2CCc2ccccc2)cc1 (stereo not given)	21%	-4%	?	-5	-3%	2%	?	33%
10	Cc1ccccc1-c1cc(C(=O)NCc2cccs2)nn1CC1CC(c2cccc([N+](=O)[O-])c2)=NO1 (stereo not given)	-12%	-6%	?	-43	12%	14%	1%	?
11	O=c1cc(C(Cl)(Cl)Cl)oc2c1ccc1ccccc12	?	3%	-5	-5	0%	9%	5%	-9%
12	O=C(Nc1nc2c(Cl)ccc(Cl)c2s1)c1ccco1	?	-9%	2	-4	1%	6%	-15%	-13%
13	O=C1CSC(c2ccccn2)N1c1ccc2ccccc2c1 (stereo not given)	-8%	2%	-6	-4	-2%	4%	.	-4%
14	CCCCN(CCCC)c1nc2ccccc2nc1NS(=O)(=O)c1ccc(NC(C)=O)cc1	20%	17%	-18	2	8%	-13%	-8%	36%
15	COc1ccc(C2CCN(CC(=O)N(C)C)CC2O)cc1 (stereo not given)	4%	-8%	27	-9	4%	-3%	-6%	-6%
16	CCOc1ccccc1NC(=O)COC(=O)CN(C)S(=O)(=O)c1ccc(C)cc1	23%	15%	21	-3	0%	11%	3%	14%
17	CCN(CC(=O)Nc1ccc(NC(C)=O)cc1)C(=O)/C=C/c1ccc(S(=O)(=O)N2CCCCCC2)cc1	?	1%	4	-13	12%	-4%	3%	.
18	COc1cc2c(cc1NC(=O)CSc1nnc(COc3ccc(Cl)cc3)n1C)oc1ccccc12	13%	1%	-18	0	-7%	16%	26%	?
19	CCN1CCN(c2ccc(S(=O)(=O)N3CCOCC3)cc2NC(=O)c2ccc(Cl)cc2Cl)CC1	-14%	2%	11	0	0%	3%	-1%	0%
20	O=C(OCC(=O)N(Cc1ccccc1)Cc1ccccc1)c1ccccc1O	8%	8%	3	2	-13%	14%	-2%	11%
21	Cc1c(NC(=O)CSc2ccccc2C(=O)Nc2cccnc2)c(=O)n(-c2ccccc2)n1C	-11%	3%	3	0	20%	5%	-3%	13%
22	Cc1ccc2nc(-c3cccnc3)cc(C(=O)Nc3ccccc3[N+](=O)[O-])c2c1	-1%	5%	-18	-21	13%	8%	-12%	.
23	COc1ccccc1CNC(=O)c1cc2sccc2n1Cc1ccc(F)cc1	-14%	-7%	.	-17	.	.	.	-21%
24	COc1ccc(/C=C(/NC(=O)c2ccc(C)cc2)C(=O)N2CCCC2)cc1OC	-6%	-5%	11	2	3%	2%	-4%	7%
25	Cc1ccc(NC(=O)COc2ccc(Br)cc2CO)cc1	-30%	-35%[inhibitor]	-19	-26	11%	14%	3%	16%

Continuation:
#	canonical_smiles	TDP43 rescue	Abeta rescue	D3 antag	D3 ag	EPAC2 antag	EPAC2 agonist	aSyn rescue	FUS suppressor
26	Cc1ccc2nc(C)c3c(c2c1)SCC3	-7%	-1%	3	12	-10%	3%	1%	-17%
27	CCOC(=O)C1CCCN(C(=O)c2sc3nc4n(c(=O)c3c2C)CCC4)C1 (stereo not given)	18%	6%	15	3	8%	3%	3%	-8%
28	CC(=O)c1cc2c(cc1NC(=O)c1ccc(C)cc1)OCCO2	?	-3%	31	6	-2%	2%	2%	-16%
29	COc1ccccc1NC(=O)c1cc(S(=O)(=O)NCCc2ccccc2)ccc1F	26%	5%	.	3	.	.	.	35%
30	Cc1cc(C)cc(C(=O)N(CCc2ccccc2)C2=CC3CCC(C2)N3C)c1 (stereo not given)	-11%	-9%	6	-13	2%	-9%	4%	-5%
31	COc1cccc(OC)c1C(=O)Nc1cccc(-n2cnnn2)c1	-2%	.	-21	-11	3%	11%	-1%	23%
32	Cc1ccc(Cl)cc1NC(=O)NCc1cccn1Cc1ccc(F)cc1	11%	-11%	.	-19	.	.	.	-2%
33	COc1ccc(-c2ccc(C3C(C#N)=C(N)Oc4n[nH]c(C)c43)o2)cc1 (stereo not given)	-14%	-2%	-5	-9	-3%	15%	1%	32%
34	COc1ccc(S(=O)(=O)N2CCC(C(=O)Nc3cccc(C(C)=O)c3)CC2)cc1	-17%	0%	-19	-6	-6%	13%	-8%	2%
35	CCn1c(=O)c([N+](=O)[O-])c(NCCN(C)C)c2ccccc21	2%	-1%	-59*	-22	-3%	8%	-2%	-38%
36	CCC(NC(=O)c1cc(COc2ccc(F)cc2Cl)on1)c1ccncc1 (stereo not given)	-1%	7%	15	4	-16%	9%	0%	2%
37	O=C(COc1ccc(C(=O)Nc2ccc(Cl)cc2)cc1)NCc1ccccc1	19%	18%	19	7	2%	2%	-4%	12%
38	Cc1ccc(S(=O)(=O)NCc2ccccc2)cc1C(=O)N1CCN(S(=O)(=O)c2ccccc2F)CC1	7%	12%	22	3	-5%	21%	0%	?
39	CCOc1ccccc1N(CC(=O)NC1CCCCC1)C(=O)c1nsc(Cl)c1Cl	-8%	12%	?	-2	-7%	14%	5%	33%
40	COc1ccc(CCNc2ccncn2)cc1OC	-8%	2%	26	31*	-1%	0%	-6%	13%
41	COc1ccc(S(=O)(=O)Cc2ccc(C(=O)NCc3ccc(C)cc3)o2)cc1	-9%	3%	11	15	1%	-2%	0%	-4%
42	Cc1cc(C)nc(-n2nc(C)c(Sc3ccc(F)cc3)c2N)n1	-9%	-87%[inhibitor]	6	2	-1%	5%	-62%[inhibitor]	23%
43	O=C(COC(=O)CCN=C1NS(=O)(=O)c2ccccc21)NNC(=O)c1ccccc1	15%	12%	0	4	11%	2%	-1%	15%
44	CCCCNC(=O)C1(C)CCN1C(=O)c1ccc(OC)c(C(F)(F)F)c1 (stereo not given)	0%	3%	14	5	7%	0%	0%	1%
45	CCOC(=O)C1(C(F)(F)F)N=C(C(F)(F)F)Nc2cc(C)c(C)cc21 (stereo not given)	5%	5%	-18	-2	-4%	0%	14%	17%
46	O=C(Cc1ccccc1)N/N=C/c1ccc(OC(=O)/C=C\c2ccco2)cc1	16%	0%	-26	-4	0%	-7%	4%	4%
47	NC(=O)CC(NC(=O)Cc1ccc(Br)cc1)c1ccc(N2CCC(N3CCCC3)CC2)c([N+](=O)[O-])c1 (stereo not given)	10%	8%	23	-22	-8%	8%	1%	-15%
48	COc1ccc(CNC(=O)N2CCN(S(=O)(=O)c3ccccc3)CC2)cc1	0%	-16%	-10	13	-1%	7%	-7%	-16%
49	COc1cccc(NC(=O)c2ccccc2N2C(=O)C3C4C=CC(C4)C3C2=O)c1 (stereo not given)	-30%	-19%	-20	-15	-2%	5%	-1%	.
50	COc1ccc(-c2cc(C(=O)NCc3ccco3)c3ccccc3n2)c(OC)c1	16%	-4%	-12	-12	-11%	13%	7%	32%

Screen by screen, from the results shown:
EPAC2 agonist for nos. 28–38, in order: 2%, ., -9%, 11%, ., 15%, 13%, 8%, 9%, 2%, 21%
Abeta rescue for nos. 28–38, in order: -3%, 5%, -9%, ., -11%, -2%, 0%, -1%, 7%, 18%, 12%

Continuation.
#	canonical_smiles	TDP43 rescue	Abeta rescue	D3 antag	D3 ag	EPAC2 antag	EPAC2 agonist	aSyn rescue	FUS suppressor
51	CCOc1ccc2nc(SCC(=O)Nc3ccc4[nH]c(=O)[nH]c4c3)[nH]c2c1	-3%	-10%	-16	-22	18%	-9%	-9%	27%
52	CS(=O)(=O)Nc1ccc(C(=O)N2CCCC2)cc1	-9%	8%	-4	18	5%	-16%	-2%	-3%
53	COc1ccc(NC(=S)N(CCN(C)C)C(C)c2ccco2)cc1 (stereo not given)	11%	16%	-15	-1	10%	-8%	6%	.
54	CCn1cc(C(=O)O)c(=O)c2cnc(N3CCN(C(=S)NC(=O)c4ccccc4Cl)CC3)nc21	-4%	2%	-12	-4	7%	-5%	0%	-20%
55	CCCC(=O)NC(=S)Nc1ccccc1F	?	13%[9.22 µM]	13	-1	-8%	3%	-8%	-50%
56	CCOc1ccccc1C(=O)NCC(=O)NCCSc1ccc(Br)cc1	19%	24%	7	8	-6%	-5%	2%	2%
57	COCCN1C[C@@H](CO)O[C@@H](n2cnc3c(NCCCO)ncnc32)C1	15%	10%	21	11	-2%	8%	?	-32%
58	CC(C)CC1C(=O)N(Cc2cn(CCC3OCCO3)nn2)CCS(=O)(=O)N1Cc1ccc(-c2cccc(N(C)C)c2)cc1 (stereo not given)	8%	1%	?	-7	-11%	8%	0%	?
59	CC(C)CN(C(=O)COc1cccc(-n2cnnn2)c1)C1CCS(=O)(=O)C1 (stereo not given)	-21%	2%	-6	-2	0%	3%	0%	-4%

Quoted at random: 4 compounds from above
#	canonical_smiles	TDP43 rescue	Abeta rescue	D3 antag	D3 ag	EPAC2 antag	EPAC2 agonist	aSyn rescue	FUS suppressor
53	COc1ccc(NC(=S)N(CCN(C)C)C(C)c2ccco2)cc1 (stereo not given)	11%	16%	-15	-1	10%	-8%	6%	.
57	COCCN1C[C@@H](CO)O[C@@H](n2cnc3c(NCCCO)ncnc32)C1	15%	10%	21	11	-2%	8%	?	-32%
51	CCOc1ccc2nc(SCC(=O)Nc3ccc4[nH]c(=O)[nH]c4c3)[nH]c2c1	-3%	-10%	-16	-22	18%	-9%	-9%	27%
52	CS(=O)(=O)Nc1ccc(C(=O)N2CCCC2)cc1	-9%	8%	-4	18	5%	-16%	-2%	-3%
